CCT modulator = modulators of cytosolic chaperonin (CCT/TRiC) activity; purified chaperonin ATPase assay, HTRF ADP detection, 30 min; 360,000 tested, 0.3% active; activity change, % (no concentration beside the values), hits read low; AID 651819; in the data active means activity change below about -30%; further: on the % scale 0 is the no-effect control and ±100 the full control effect
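We incubate TRiC, 40 or 20 nM final, with library compounds at 76 uM and 10 uM ATP for 30 min at 37 °C. ADP formed is detected with Transcreener HTRF reagents after 30 min at room temperature.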
EPAC2 agonist = activates human EPAC2 exchange factor; Q8WZA2; AID 720711; EPAC2 activation, biochemical qHTS; response scale: 100% = 6.5 mM cAMP response; 360,000 tested, 0.079% active; Potency, µM (titrated, usually from 154 µM), for inactives: at the top dose activation, most hits filed as activators; further: potency means the concentration at half of the fitted maximal effect; nearly all actives have a fitted effect of over 50% in size
Target sequence (Q8WZA2 whole entry, looked up): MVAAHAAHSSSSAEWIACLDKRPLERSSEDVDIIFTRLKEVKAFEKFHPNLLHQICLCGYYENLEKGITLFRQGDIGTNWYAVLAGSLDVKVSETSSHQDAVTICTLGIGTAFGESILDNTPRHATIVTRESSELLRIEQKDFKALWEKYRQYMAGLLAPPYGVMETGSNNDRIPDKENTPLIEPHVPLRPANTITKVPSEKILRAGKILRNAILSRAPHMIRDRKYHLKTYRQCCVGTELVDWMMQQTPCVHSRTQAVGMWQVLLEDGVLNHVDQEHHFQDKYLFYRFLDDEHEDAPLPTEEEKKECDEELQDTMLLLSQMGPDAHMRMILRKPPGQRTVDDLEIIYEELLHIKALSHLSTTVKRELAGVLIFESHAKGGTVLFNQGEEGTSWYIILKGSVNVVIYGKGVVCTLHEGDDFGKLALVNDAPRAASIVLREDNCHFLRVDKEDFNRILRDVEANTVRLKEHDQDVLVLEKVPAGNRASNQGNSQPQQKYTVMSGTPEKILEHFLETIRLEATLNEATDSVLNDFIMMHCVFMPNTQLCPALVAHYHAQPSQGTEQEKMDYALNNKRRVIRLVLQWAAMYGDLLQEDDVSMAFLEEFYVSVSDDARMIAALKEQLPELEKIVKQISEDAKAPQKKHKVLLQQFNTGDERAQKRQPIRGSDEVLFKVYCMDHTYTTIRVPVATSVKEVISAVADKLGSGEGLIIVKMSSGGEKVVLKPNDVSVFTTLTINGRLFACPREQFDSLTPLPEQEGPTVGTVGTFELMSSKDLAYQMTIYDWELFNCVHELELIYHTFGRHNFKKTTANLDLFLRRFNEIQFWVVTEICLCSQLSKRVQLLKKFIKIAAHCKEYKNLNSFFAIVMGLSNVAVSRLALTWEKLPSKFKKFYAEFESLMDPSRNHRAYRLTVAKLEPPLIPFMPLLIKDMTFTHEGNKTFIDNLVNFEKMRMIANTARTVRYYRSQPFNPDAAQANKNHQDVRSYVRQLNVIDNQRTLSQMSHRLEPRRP
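Each well held 100 nM EPAC2, 250 nM RAP1B-BODIPY-GDP and 50 uM GDP. Fluorescence, read at 5-min intervals to 30 min, was referenced to a 6.5 mM cAMP positive control.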
Mm-Cpn inhibitor = M. maripaludis TRiC chaperonin inhibition; Potency, µM (doses to about 76.9 µM), for the others: at the highest dose activity, negative = inhibition, actives largely listed as inhibitors; AID 504842; 330,000 tested, 0.031% active; purified Mm-Cpn ATPase, ADP Transcreener TR-FRET; further: potency means the concentration at half of the fitted maximal effect; on the % scale 0 is the no-effect control and ±100 the full control effect; nearly all actives have a fitted effect of over 80% in size
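25 nM Mm-CPN + cpd, 10 min 37°C; + 10 uM ATP, 30 min 37°C; buffer 30 mM Tris pH 7.4, 100 mM KCl, 5 mM MgCl2, 1 mM DTT; Transcreener ADP HTRF detection 30 min RT.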
A549 tox = counter-screen for Nrf2 inhibitors: cytotoxicity in A549 cells | A549 ARE-Fluc cells, CellTiter-Fluor viability, 18-24 h | Potency, µM (highest dose often 46 µM), for the others: at the highest dose activity change, negative = cytotoxicity, most hits filed as inhibitors | 390,000 tested, 0.16% active | AID 504648; further: potency means the concentration at half of the fitted maximal effect; on the % scale 0 is the no-effect control and ±100 the full control effect
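A549 ARE_Fluc cells in 5% FBS OPTI-MEM were exposed to compounds in concentration-response for 18-24 h at 37 deg C. Viability was read by CellTiter-Fluor fluorescence (Ex 405/Em 525) after 30 min, before the luciferase read.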
Nrf2 ARE act = activates Nrf2 signaling. Potency, µM (titrated, usually from 46.1 µM), for inactives: top-dose activation, hits mostly activators. 410,000 tested, 0.31% active. AREc32 ARE-luciferase reporter (MCF7-derived line), luminescence, 24 h; further: potency means the concentration at half of the fitted maximal effect; % of control where 0% means no effect; nearly all actives have a fitted effect of over 65% in size
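For detection, Steady-Glo was added and plates sat 30 min at RT; before that, AREc32_Fluc cells grown overnight in OPTI-MEM/5% FBS had been treated with 23 nL compound for 24 hr at 37 deg C.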
TGFb inhibitor = inhibitors of TGF-b signaling; HepG2 CAGA-GFP TGF-b/SMAD3 reporter, GFP fluorescence, 18 h; TGF-beta stimulated, 500 pg/mL final; Potency, µM (doses to about 46.1 µM), for inactives: at the highest dose activity, negative = inhibition, actives largely listed as inhibitors; 410,000 tested, 1.2% active; further: potency means the concentration at half of the fitted maximal effect; on the % scale 0 is the no-effect control and ±100 the full control effect; nearly all actives have a fitted effect of over 65% in size
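Smad-responsive CAGA-GFP expression was quantified in HEPG2 cells exposed to compounds and 500 pg/mL final TGF-beta for 18 h at 37 degrees C; unstimulated wells defined full inhibition.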
EPAC2 antagonist = blocks human EPAC2 exchange factor | AID 720708 | EPAC2 GEF exchange of Rap1B-BODIPY-GDP, fluorescence | Q8WZA2 | Potency, µM (titrated, usually from 114 µM), inactives show at the highest dose activity, negative = inhibition, hits mostly inhibitors | 360,000 tested, 0.18% active; further: potency means the concentration at half of the fitted maximal effect; on the % scale 0 is the no-effect control and ±100 the full control effect; nearly all actives have a fitted effect of over 45% in size; many of its hits are not listed in these tables
Akt phos inh = blocks phosphorylation of Akt. Neuro2A IGF-stimulated pAkt S473 HTRF, 20 min; stronger effect = lower value. activity change, % for hits at 50 µM. AID 651550. 360,000 tested, 0.32% active; in the data active means activity change below about -80%; inconclusive means mostly about -51% to -80%; further: on the % scale 0 is the no-effect control and ±100 the full control effect
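Single-point screen (50 µM final compound) in Neuro2A cells stimulated 20 min with 6 nM IGF at 37 deg C. After lysis, Ser473-phosphorylated Akt read by HTRF (ex 330 nm, em 615/665 nm) as the 665/615 ratio.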
Nrf2 inh = blocks Nrf2 signaling; Potency, µM (series often up to 46 µM), inactives show at the highest dose activity change, negative = inhibition, usual class: inhibitors; 360,000 tested, 2.1% active; A549 ARE-Fluc reporter, luciferase luminescence, 18-24 h; AID 504444; further: potency means the concentration at half of the fitted maximal effect; on the % scale 0 is the no-effect control and ±100 the full control effect; nearly all actives have a fitted effect of over 60% in size
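In this cell-based qHTS, ARE-driven firefly luciferase in A549 cells reports Nrf2 activity; the luminescent signal after BugLite lysis is the measured value, with a prior CellTiter-Fluor read for cell health.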
Active calls of the source: *; i = inactive; u = inconclusive; x = no result given; [ ] = remark or other dose. Unless noted, the call rests on the fitted dose curve; in most records, active means well fitted curve in the direction sought with a large enough effect; inconclusive means small, poorly fitted or top-dose-only effect, or another doubt; inactive means no such curve, though single readings can be large; an effect the other way counts as inactive or inconclusive. These rows are one share of the data. The share of hits here may be higher or lower than overall.

SMILES	CCT modulator	EPAC2 agonist	Mm-Cpn inhibitor	A549 tox	Nrf2 ARE act	TGFb inhibitor	EPAC2 antagonist	Akt phos inh	Nrf2 inh
Cn1c2ccccc2c2cc(/C=N/NC(=O)c3cc(O)ccc3O)ccc21	-3.2	7%	-7%	-27%	0.2%	2%	0%	i	-15%
CC(C)OCCCNC(=O)CN1C(=O)CC(C)(C)S(=O)(=O)c2ccccc21	0.8	-1%	0%	6%	-0.5%	1%	5%	i	9%
N#C/C(=C\c1ccccc1)C(=O)NCCN1CCOCC1	-6.2	17%	0%	1%	0.3%	1%	-2%	i	2%
CCOC(=O)CSc1nnc(CNC(=O)c2cccc(C)c2)n1C	-1.7	12%	-3%	2%	-0.1%	5%	7%	i	1%
CCCCCCN1CCN(C2CN(Cc3cn(Cc4ccc(F)cc4)nn3)S(=O)(=O)C2)CC1 (centres undefined)	0.8	-4%	x	x	0.1%	x	0%	i	x
COc1ccc(-c2csc3[nH]c(=S)n(-c4ccccc4)c(=O)c23)cc1OC	1.5	3%	-6%	7%	4.8%	1%	5%	i	-7%
CCc1nccn1CCC(=O)N1CCCC(N2CCN(c3ccccc3F)CC2)C1 (centres undefined)	-1.1	3%	1%	-4%	-1.0%	u	6%	i	5%
COc1ccc(S(=O)(=O)N2CCC(C(=O)Nc3nccs3)CC2)cc1	3.1	-3%	1%	-6%	0.3%	-18%	2%	i	-15%
Cn1c(=O)c2c(nc(Br)n2CCSc2nc3ccccc3o2)n(C)c1=O	-3.3	-6%	4%	-8%	-0.7%	-3%	5%[57.1 µM]	i	4%
CC(Sc1nc(N)c(NC(=O)c2ccc(Br)o2)c(=O)[nH]1)C(=O)O (centres undefined)	-2.3	0%	0%	-6%	0.0%	-12%	3%	i	-3%
Cc1sc(NC(=O)c2cccnc2)nc1-c1ccccc1	0.3	3%	-9%	-7%	4.1%	0%	22%	i	-19%
O=C(Nc1nc(-c2ccc3c(c2)OCCO3)cs1)C1CCCC1	-0.4	17%	0%	0%	-0.1%	-18%	0%	i	0%
CC(=O)c1sc(NC(=O)COc2ccc([N+](=O)[O-])cc2)nc1C	-20	5%	-1%	0%	0.0%	5%	1%	i	-10%
Cc1nn(C)cc1-c1n[nH]c(=S)n1-c1ccc(Cl)cc1	-1.0	-1%	-6%	0%	0.5%	1%	8%	i	-3%
CC1Cc2ccccc2N1C(=S)Nc1ccc(S(N)(=O)=O)cc1 (centres undefined)	-2.7	1%	4%	0%	0.4%	-10%	8%	i	u
O=C(CN(CC1CCCO1)C(=O)CNS(=O)(=O)c1ccc(F)cc1)NCCc1ccccc1 (centres undefined)	-0.2	11%	0%	-4%	0.2%	-16%	8%	i	2%
CC(C)C[C@H]1CN(CCCC[C@H]2CNC(=O)C(=O)N2CCc2ccc(O)cc2)C(=O)C(=O)N1CCc1ccccc1	0.5	-1%	x	x	-0.2%	x	0%	i	x
Cc1ccc2[nH]c(-c3ccccc3)cc(=O)c2c1	-1.2	0%	-1%	-11%	-0.5%	u	-3%	i	u
CC(C)c1nnc(NC(=O)CCC(=O)NC2CC2)s1	-4.1	2%	0%	1%	-0.7%	16%	12%	i	23%
COc1ccc(N(C(=O)c2ccco2)C(C(=O)NC2CCCC2)c2ccc(N3CCOCC3)cc2)c(OC)c1 (centres undefined)	-0.7	5%	-7%	-6%	0.4%	3%	-4%	i	-10%
CC(=O)NC(CC(=O)NCCN1C(=O)S/C(=C\c2ccccc2)C1=O)c1ccccc1 (centres undefined)	-2.9	10%	2%	2%	3.8%	1%	7%	i	4%
COc1ccc(-c2noc(CSc3nnc(Cc4ccccc4)n3-c3ccc(Cl)cc3)n2)cc1	-1.0	4%	1%	u	0.6%	u	-10%	i	u
CCOC(=O)N(C)c1c(CC)nc2c(OCc3ccc(OC(F)F)cc3)cccn12	-1.5	2%	x	x	0.1%[9.22 µM]	4%	u	i	x
Cc1ccc(S(=O)(=O)NC(C)C(=O)OCC(=O)N(C)c2ccccc2)cc1 (centres undefined)	-0.6	-14%	-3%	-4%	0.1%	13%	0%	i	-5%
CC(=O)c1sc(Nc2nc(C)cc(C)n2)nc1C	-3.5	-5%	-1%	11%	0.5%	-6%	1%	i	0%
O=C(NC(=S)NNC(=O)c1ccccc1O)c1ccc(F)cc1	-3.3	8%	0%	-1%	-0.5%	-3%	-6%	i	7%
CCc1ccc(-n2c(Cn3nc(C(F)(F)F)cc3C)n[nH]c2=S)cc1	-1.3	-2%	1%	-8%	-0.3%	-24%	11%	i	10%
O=C1N=C(N2CCOCC2)SC1=Cc1ccco1	-1.1	3%	x	0%	u	-2%	-3%	i	6%
COc1ccc(Oc2ccccc2C#N)cc1	0.9	5%	-2%	3%	2.5%	0%	-26%	i	-4%
Cc1cc(C(=O)CSc2nnc(-c3cccc(F)c3)n2N)c(C)n1Cc1ccc2c(c1)OCO2	-2.5	1%	-6%	-17%	3.8%	0%	6%	i	u
NCCCC(=O)N1c2ccccc2Sc2ccc(Cl)cc21	-3.1	8%	4%	-10%	2.0%	-8%	0%	i	5%
COc1cc2c(cc1OC)CN(C(=O)C1CCN(S(=O)(=O)c3ccccc3F)CC1)CC2	1.1	-1%	2%	4%	0.3%	-4%	-11%	i	-20%
CCON1C(=O)CN(C(=O)OC)C1c1ccc(Cl)cc1Cl (centres undefined)	-0.9	-2%	1%	-6%	0.5%	-5%	7%	i	-2%
COC(=O)c1ccccc1NC(=O)c1ccccc1N(C)S(=O)(=O)c1ccccc1	-7.2	5%	0%	-2%	-0.3%	u	-14%	i	1%
CC1CCN(c2c(NCC3CCC(C(=O)N4CCCCC4)CC3)c(=O)c2=O)CC1 (centres undefined)	-0.8	14%	1%	0%	-1.1%	2%	2%	i	-19%
O=C(COC(=O)c1ccc(OC(F)(F)F)cc1)NCCN1C(=O)CSC1=O	2.8	0%	0%	-2%	-0.5%	18%	-12%	i	2%
COc1ccccc1CCNC(=O)CSc1nc(=O)[nH]c2c1CCC2	-0.4	-1%	-10%	-6%	0.3%	-16%	-1%	i	9%
CCN(CC(=O)Nc1c(F)cccc1F)C(=O)Cc1sc(C)nc1-c1ccc(F)cc1	-2.8	8%	1%	6%	-0.1%	-27%	-6%	i	1%
Cc1ccc[n+](CC(=O)c2ccc(NC(=O)c3ccccc3)cc2)c1C	-2.3	4%	x	3%	0.3%	12%	-7%	i	12%
CCOC(=O)C1=CN(CC)CCC1=O	-1.4	-2%	x	-2%	0.6%	1%	17%	i	9%
COc1ccc(NC(=O)CSc2nc3c(c(=O)n2-c2ccc(F)cc2)SCC3)c(OC)c1	0.6	8%	0%	-1%	-0.6%	6%	2%	i	x
FC(F)Sc1ccc(-n2c(-c3ccc(Cl)cc3)c[n+]3c2CCC3)cc1	-8.3	6%	-18%	9%	-0.6%	2%	8%	i	15%
COc1ccc([C@@H]2C[C@H]3[C@@H](CN2S(=O)(=O)c2ccccc2)C(=O)C[C@@H](c2ccc(OC)cc2)N3S(=O)(=O)c2ccccc2)cc1	-7.5	5%	x	x	-1.2%	-6%	2%	i	x
N/C(=N\OC(=O)Oc1ccccc1)c1cccc([N+](=O)[O-])c1	-0.8	-2%	-3%	1%	-0.3%	-10%	6%	i	11%
COc1cc(-c2nnc(COC(=O)CSCC(=O)Nc3cc(C)on3)o2)cc(OC)c1OC	-0.2	0%	0%	1%	0.4%	-11%	0%	i	12%
O=C(CNC(=O)c1ccc(Br)cc1)OC1CCOC1=O (centres undefined)	-1.8	8%	x	x	0.2%	-16%	-8%	i	x
COc1ccc(-c2cc(-c3ccccc3)n3ncnc3n2)cc1	-0.9	12%	-5%	15%	4.2%	-2%	-4%	i	3%
Fc1cc2[nH]c(=S)[nH]c2c(Br)c1N1CCSCC1	-1.2	-3%	-1%	1%	3.2%	-13%	-2%	i	-4%
C(=C\n1nnc2ccccc21)/c1ccccn1	-1.0	12%	1%	1%	u	16%	8%	i	u
CCCN1CCN(S(=O)(=O)c2ccc(-c3cc(C)no3)s2)CC1	-1.1	-3%	0%	-4%	0.1%	-13%	-2%	i	-2%
Nc1ccc2c3c(ccc([N+](=O)[O-])c13)CC2	-0.5	8%	x	x	16%	6%	-1%	i	x

Ordered by value in TGFb inhibitor (ascending): five from the list above
compound | TGFb inhibitor
O=C(CNC(=O)c1ccc(Br)cc1)OC1CCOC1=O (centres undefined) | -16%
CCCN1CCN(S(=O)(=O)c2ccc(-c3cc(C)no3)s2)CC1 | -13%
COc1ccc(-c2cc(-c3ccccc3)n3ncnc3n2)cc1 | -2%
Nc1ccc2c3c(ccc([N+](=O)[O-])c13)CC2 | 6%
C(=C\n1nnc2ccccc21)/c1ccccn1 | 16%

2 compounds picked at random from those above, as already listed:
SMILES	CCT modulator	EPAC2 agonist	Mm-Cpn inhibitor	A549 tox	Nrf2 ARE act	TGFb inhibitor	EPAC2 antagonist	Akt phos inh	Nrf2 inh
Nc1ccc2c3c(ccc([N+](=O)[O-])c13)CC2	-0.5	8%	x	x	16%	6%	-1%	i	x
COc1ccc(-c2cc(-c3ccccc3)n3ncnc3n2)cc1	-0.9	12%	-5%	15%	4.2%	-2%	-4%	i	3%

Compound activity deposited in PubChem by National Center for Advancing Translational Sciences (NCATS).
